Bioassay records deposited in PubChem BioAssay by several laboratories.
ERa coact inh = blocks coactivator binding to human estrogen receptor alpha; P03372; TR-FRET ER-alpha LBD / SRC-1 peptide, estradiol-bound; inhibition, % at 25.6 µM; actives 1.7% (n = 86,000); AID 629; in the data active means inhibition above about 50%;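 further: 0% = receptor plus peptide control and 100% = peptide only without receptor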
CD11b adhes inh = blocks human CD11b/CD18 adhesion to fibrinogen; K562 CD11b/CD18 adhesion to fibrinogen, ATPlite luminescence; Mn2+ added to activate the integrin; inhibition, % at 10 µM; actives 0.54% (n = 93,000);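 active means primary inhibition of 50% or more at 10 µM, then 40% or more on retest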; further: some results filed as inactive read as strong as hits
Fibroblast inh = blocks proliferation of human lung fibroblasts | LL 47 human lung fibroblast viability, ATP luminescence; hits give low values | viability, % at 10 µM | actives 1.1% (n = 85,000) | AID 719;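 active means viability at or below 50% in the single dose screen; inactive means viability above 50%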;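 further: compound exposure lasted 72 h before the ATP readout; 100% = median luminescence of untreated cell-only wells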
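Assay system: human lung fibroblast line LL 47, low passage. Input: 1,150 fibroblasts seeded per well. Times: overnight cell rest, 72 h compound treatment at 37 °C. Evaluation: % viability of median cell-only signal. Technique: luminescent ATP detection, CellTiter-Glo. Control set: cell-only wells, no compound.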
ERa SRC1 pot = ER-alpha (human) coactivator binding potentiation; P03372; TR-FRET ERalpha-LBD/SRC-Cy5 coactivator binding, 2 h; 100 = basal binding, no effect; coactivator binding (% of control), % at 25.6 µM; actives 1.3% (n = 86,000); in the data active means activity above about 200%;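 further: binding measured in presence of low estradiol as agonist stimulus; 0% = peptide alone without receptor and 100% = receptor with peptide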
H69AR growth 86K = blocks growth of human H69AR lung tumor cells; H69AR lung tumor viability, ATP luminescence, 72 h; hits give low values; viability, % at 10 µM; actives 6% (n = 85,000); AID 598;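 active means viability at or below 40%; inactive means viability above 40%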;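 further: multidrug resistant small cell line overexpressing MRP-1 efflux transporter; 100% = mean luminescence of untreated control wells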
Mac1 fbg enh = CD11b/CD18-fibrinogen binding enhancement; P05107+P11215; K562 CD11b/CD18 adhesion to fibrinogen, ATPlite luminescence; activation, % at 10 µM; actives 0.07% (n = 93,000); AID 1499;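 active means 10 µM primary screen giving 50% or more activity, confirmed by 40% or more on retest at that dose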; further: strong numbers were not always called active
HUVEC inhibit = inhibitors of human endothelial cell proliferation. actives 1.1% (n = 86,000). AID 648. viability, % at 10 µM (by protocol). HUVEC proliferation, CellTiter-Glo luminescence, 72 h; hits give low values;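 active means viability at or below 30%; inactive means viability above 30%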;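 further: 100% = median luminescence of DMSO-only cell control wells on each plate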
CYP2C19 activ = cytochrome P450 2C19 (human) activation | 96,000 tested, under 10 active | activation factor at 5 µM | recombinant CYP2C19, luciferin-H EGE luminescence; hits give high values; 0 = fully inhibited enzyme, 1 = untreated enzyme | AID 1025;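 active means activation factor of at least 2 at 5 µM in the primary screen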;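 further: 0 = wells with 2.5 mM tranylcypromine and 1 = vehicle-only wells; values of inactives mirror those of a sister screen read the other way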
Target sequence (P33261 whole entry, looked up): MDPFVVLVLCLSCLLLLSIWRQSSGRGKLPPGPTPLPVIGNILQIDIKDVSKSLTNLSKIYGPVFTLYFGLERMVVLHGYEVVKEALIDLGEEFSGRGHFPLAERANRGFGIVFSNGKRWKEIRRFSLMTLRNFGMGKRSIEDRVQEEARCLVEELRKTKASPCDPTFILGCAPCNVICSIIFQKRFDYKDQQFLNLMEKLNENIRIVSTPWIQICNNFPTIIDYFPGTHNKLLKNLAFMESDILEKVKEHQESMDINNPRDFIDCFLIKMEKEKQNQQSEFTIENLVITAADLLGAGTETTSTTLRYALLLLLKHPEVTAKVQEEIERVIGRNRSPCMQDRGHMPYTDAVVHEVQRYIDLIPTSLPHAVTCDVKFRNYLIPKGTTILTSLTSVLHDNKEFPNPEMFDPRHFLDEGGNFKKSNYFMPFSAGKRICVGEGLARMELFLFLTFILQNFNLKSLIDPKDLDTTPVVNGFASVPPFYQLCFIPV
CYP2C19 inh = blocks human cytochrome P450 2C19; CYP2C19 Supersomes, luciferin-H EGE luminescence, 30 min; actives 21% (n = 96,000); inhibition, % at 5 µM;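 active means CYP2C19 inhibition above a set limit at 5 µM in the primary screen, cut at about 50% in these data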;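 further: plate controls were negative control wells for no effect and 2.5 mM tranylcypromine positive control for full effect; values of inactives mirror those of a sister screen read the other way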
Numbers without * were called inactive; . = not tested or not shown; [ ] = dose if it differs, or a comment.

SMILES	ERa coact inh	CD11b adhes inh	Fibroblast inh	ERa SRC1 pot	H69AR growth 86K	Mac1 fbg enh	HUVEC inhibit	CYP2C19 activ	CYP2C19 inh
O=C(CN1CCN(Cc2ccccc2)CC1)NC(=O)NCc1ccco1	-14	0	92	99	69	0	95	1	3
O=C(CSc1ncccn1)N1CCN(Cc2ccccc2)CC1	-9	.	102	112	93	.	92	.	.
CC(=O)c1c(C)cc(C)c(CSc2nnc(-c3ccco3)o2)c1C	-3	15	96	119	79	-1	104	0.5	45
Oc1ccc(Nc2nc3ccccc3nc2Nc2ccc(O)cc2)cc1	73*[fluorescence artefact?]	-5	4.0*	14[fluorescence artefact?]	2.3*	2	32	0	99*
Cc1ccc2c(c1)N(CCC(=O)NCc1ccco1)C(=O)CO2	8[fluorescence artefact?]	.	109	110[fluorescence artefact?]	102	.	110	0.6	38
O=C(CCc1nc(-c2ccccc2F)no1)NCCN1CCOCC1	-1	-15	97	93	106	-3	105	0.8	17
C=CCc1c(C)nc(SC(C)C)[nH]c1=O	8	-8	107	108	98	3	109	0.9	13
Cc1cc(C)n(Cc2ccc(C(=O)O)o2)n1	8	-1	97	88[fluorescence artefact?]	90	-6	97	1.2	-18
Cc1cc(C)n(Cc2ccc(C(=O)NCc3ccco3)o2)n1	11	3	104	111[fluorescence artefact?]	80	5	96	0.8	24
COCCNc1cc(C)nc2c3c(C)cc(C)nc3nn12	-4	3	108	106	64	-4	106	1	-4
COc1ccc(N=C2SC(CC(=O)Nc3ccccc3)C(=O)N2CC2CCCO2)cc1 (stereo not drawn)	-2	1	86	117[fluorescence artefact?]	85	-3	74	0.5	47
CCc1nnc(NC(=O)c2ccc(-c3ccc(Cl)cc3)o2)s1	54*[fluorescence artefact?]	-11	108	274*[fluorescence artefact?]	101	102	83	0.8	17
Cc1nc2sc(C(c3ccco3)N3CCOCC3)c(O)n2n1 (stereo not drawn)	-24	.	93	91	92	.	94	.	.
COC(=O)C(O)(CC(=O)Nc1cc(OC)c(OC)c(OC)c1)C(F)(F)F (stereo not drawn)	-20	.	99	107	83	.	95	.	.
O=C(O)C1CCCCC1C(=O)NCCc1ccncc1 (stereo not drawn)	-8	-5	99	90	89	3	97	0.5	46
Cc1c(NC(=O)NC(C)N2C(=O)C3C4C=CC(C4)C3C2=O)c(=O)n(-c2ccccc2)n1C (stereo not drawn)	-10	.	104	103	107	.	103	1.2	-16
CCCCn1c(O)c(C(CC)=Nc2ccc3c(c2)CCC3)c(=O)[nH]c1=O	-6	0	91	117	86	-2	82	1	5
CCOC(=O)c1c(-c2ccc(C)o2)csc1NC(=O)CSc1nncs1	-1[fluorescence artefact?]	17	97	86	31*	2	89	0.1	91*
COc1ccc(CN2CCn3ncc(C(=O)Nc4ccc(Cl)cc4Cl)c3C2=O)cc1	55*[fluorescence artefact?]	10	104	141[fluorescence artefact?]	94	-3	82	1.1	-9
Cc1cc(C(=O)NC2=NCCS2)cs1	-8	.	102	100	90	.	93	.	.

Complete entries as entered above. Values in the order: ERa coact inh, CD11b adhes inh, Fibroblast inh, ERa SRC1 pot, H69AR growth 86K, Mac1 fbg enh, HUVEC inhibit, CYP2C19 activ, CYP2C19 inh
C=CCc1c(C)nc(SC(C)C)[nH]c1=O is entered as 8, -8, 107, 108, 98, 3, 109, 0.9, 13
CCc1nnc(NC(=O)c2ccc(-c3ccc(Cl)cc3)o2)s1 is entered as 54*[fluorescence artefact?], -11, 108, 274*[fluorescence artefact?], 101, 102, 83, 0.8, 17

Continued:
SMILES	ERa coact inh	CD11b adhes inh	Fibroblast inh	ERa SRC1 pot	H69AR growth 86K	Mac1 fbg enh	HUVEC inhibit	CYP2C19 activ	CYP2C19 inh
CCC(=O)Nc1cccc(-n2nnnc2SCC(=O)NCc2ccco2)c1	-5	-7	96	134	87	-1	114	0.4	58*
COC(=O)[C@@H](NC(=O)NCc1cccc(OC)c1)C(C)C	-5	-15	90	125[fluorescence artefact?]	96	110	96	0.9	6
COc1ccc(C(=O)N2CCc3cc(OC)c(OC)cc3C2c2cccc([N+](=O)[O-])c2)cc1OC (stereo not drawn)	.	-5	.	.	.	2	.	0.8	19
CCOC(=O)N1N=C(CC)CC1(O)C(F)(F)F (stereo not drawn)	-24	.	96	119	83	.	105	.	.
CC(=O)N1CCN(Cc2nc3cc(NS(C)(=O)=O)ccc3n2C)CC1	-2	-9	99	81[fluorescence artefact?]	105	-2	107	1.1	-12
CCC(C)OC(=O)C1=C(C)O[C@]23OC(N)=C(C#N)[C@]12C(=O)c1ccccc13 (stereo partly drawn)	2	.	96	108	94	.	93	.	.
Cn1c(SCC(=O)Nc2ccc3c(c2)OCO3)nnc1-c1cnccn1	0	-6	97	103	88	-2	99	0.8	17
CC1CCN(S(=O)(=O)c2cn(C)c(=O)n(C)c2=O)CC1	-10	-22	100	124	96	13	101	0.9	6
O=C(CSc1nnc(COc2ccccc2F)n1-c1ccccc1)NCc1ccco1	-4	10	106	90	100	-4	99	0.7	31
N=c1oc2ccccc2cc1-c1nc2ccccc2c(=O)[nH]1	.	-2	.	.	.	11	.	0.7	27
COc1ccc(NC(=O)CN2CCN(c3ccc(F)cc3)CC2)cc1Cl	-13	-6	103	114	65	0	99	0.9	5
Cc1nc(SC2CC(=O)N(c3cc(Cl)cc(Cl)c3)C2=O)nc2c1CCCC2 (stereo not drawn)	7	6	101	100	90	-3	72	0.7	28
CCCCc1nccn1CCn1ccnc1CCCC	-1	-5	99	90[fluorescence artefact?]	74	2	93	1.2	-18
COc1ccc(CC(=O)Nc2nc(C)cs2)cc1OC	-5	-2	.	111	84	1	102	0.4	60*
CCOC(=O)c1c(NC(=O)Cn2nnc(-c3ccc(Cl)cc3)n2)sc(C)c1C	4	-1	107	132	49	-5	85	0.9	7
Cn1c(C(=O)Nc2ccc3c(c2)OCCO3)cc2c(=O)n(C)c3ccccc3c21	16	-3	104	184[fluorescence artefact?]	21*	40	50	1	2
Cc1ccc(NC(=O)CN2CCCCCC2)c(Br)c1	-7	10	117	113	92	2	92	0.2	80*
CSCCC(NC(=O)c1ccco1)C(=O)O (stereo not drawn)	-38	-10	91	112	80	7	92	1.1	-6
CCS(=O)(=O)NCc1ccc2c(c1)cc(C)n2C	19	-9	101	75[fluorescence artefact?]	96	6	100	0.5	54*
COc1ccc(N(CC(=O)NN=C2CCCC2)S(=O)(=O)c2ccccc2)cc1	.	-9	.	.	.	-8	.	0.5	51*
CCCn1c(N)c(C(=O)CSc2nc3ccccc3n2CCC#N)c(=O)n(C)c1=O	-16[fluorescence artefact?]	-10	93	157[fluorescence artefact?]	88	-6	74	1	-2
CN1CCN(C(=O)c2ccc(N(Cc3ccc(Cl)cc3)S(C)(=O)=O)cc2)CC1	-6	4	116	103	73	-2	96	0.8	24
COc1ccc(CNc2ccc(S(N)(=O)=O)cc2)c(OC)c1OC	-8	24	92	125	97	1	96	0.9	7
CC(C)NS(=O)(=O)c1ccc(CCC(=O)O)cc1	-24	-7	99	111	86	-3	100	0.9	9
CCOC(=O)C1CCN(c2c(NCCN3CCCCC3C)c(=O)c2=O)CC1 (stereo not drawn)	-4	-9	100	136	96	-2	96	1.1	-12
O=c1c2c3c(sc2nc2n1CCC2)CCC3	2	-23	98	132	97	-2	95	1	-3
O=C(O)CCCNS(=O)(=O)c1ccccc1	15	.	107	98	108	.	112	.	.
CCOC(=O)N1CCN(C(=O)C2CCCN(S(=O)(=O)c3ccccc3)C2)CC1 (stereo not drawn)	-1	6	107	113[fluorescence artefact?]	99	-1	106	0.9	10
CC(=O)Nc1ccc(S(=O)(=O)n2nc(-c3ccc(C)cc3)nc2N)cc1	15[fluorescence artefact?]	-3	102	143	80	0	75	0.5	50*
C/C(=C1/C(=O)N(c2ccc([N+](=O)[O-])cc2)N=C1c1ccccc1)N(C)C	.	33	.	.	.	-6	.	1	1
Cc1cc(=O)[nH]c(SCCOc2ccc(OC(C)C)cc2)n1	-30	11	96	88	82	-1	103	0.3	66*
O=C(Nc1nnc(COc2ccc(Cl)cc2)s1)c1cccs1	2	-7	102	94	94	2	99	0.8	22
CCn1c(SCC(=O)Nc2ccc3c(c2)OCO3)nnc1-c1ccccc1O	-13[fluorescence artefact?]	30	105	86	101	4	90	0.2	76*
FC(F)(F)c1nc(Oc2ccccc2)c2ccccc2n1	.	7	.	.	.	3	.	0.6	38
CN(C)C/C(Cl)=C(\Cl)c1ccccc1	-5	8	99	119	12*	-4	97	0.4	57*
CCCCOc1ccc(NC(=O)Cn2c(=O)ccc3c(C)cc(C)nc32)cc1	3	.	102	120	96	.	103	.	.
O=C(OCc1nc2ccccc2s1)C1CCN(C2=NS(=O)(=O)c3ccccc32)CC1	2	21	100	123	95	0	88	0.8	19
O=C(O)c1cc(Cl)c2ccccc2c1O	12	20	98	96	86	-3	67	0.8	20

In the list so far, nine have a Cl atom.
SMILES	ERa coact inh	CD11b adhes inh	Fibroblast inh	ERa SRC1 pot	H69AR growth 86K	Mac1 fbg enh	HUVEC inhibit	CYP2C19 activ	CYP2C19 inh
CCc1nnc(NC(=O)c2ccc(-c3ccc(Cl)cc3)o2)s1	54*[fluorescence artefact?]	-11	108	274*[fluorescence artefact?]	101	102	83	0.8	17
COc1ccc(CN2CCn3ncc(C(=O)Nc4ccc(Cl)cc4Cl)c3C2=O)cc1	55*[fluorescence artefact?]	10	104	141[fluorescence artefact?]	94	-3	82	1.1	-9
COc1ccc(NC(=O)CN2CCN(c3ccc(F)cc3)CC2)cc1Cl	-13	-6	103	114	65	0	99	0.9	5
Cc1nc(SC2CC(=O)N(c3cc(Cl)cc(Cl)c3)C2=O)nc2c1CCCC2 (stereo not drawn)	7	6	101	100	90	-3	72	0.7	28
CCOC(=O)c1c(NC(=O)Cn2nnc(-c3ccc(Cl)cc3)n2)sc(C)c1C	4	-1	107	132	49	-5	85	0.9	7
CN1CCN(C(=O)c2ccc(N(Cc3ccc(Cl)cc3)S(C)(=O)=O)cc2)CC1	-6	4	116	103	73	-2	96	0.8	24
O=C(Nc1nnc(COc2ccc(Cl)cc2)s1)c1cccs1	2	-7	102	94	94	2	99	0.8	22
CN(C)C/C(Cl)=C(\Cl)c1ccccc1	-5	8	99	119	12*	-4	97	0.4	57*
O=C(O)c1cc(Cl)c2ccccc2c1O	12	20	98	96	86	-3	67	0.8	20
